Source: PubChem BioAssay (several laboratories)
Fam108B counter – Fam108B inhibition, counter-screen for RBBP9 inhibitors | 0.33% of 300,000 active | recombinant Fam108B, FP-Rh probe fluorescence polarization | inhibition, % at 9.51 µM;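 active = inhibition above the screen mean inhibition plus 3 SD, computed separately per campaign, cut at about 18% in these data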;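 also: inhibitors lower polarization as less probe binds the enzyme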
MEX-5 binding – C. elegans MEX-5 TCR-2 RNA binding activity; Q9XUB2; MEX-5/FITC-TCR2 RNA binding, fluorescence polarization; stronger effect = lower value; activity score (negative = inhibition of binding), % at 10 µM; 0.38% of 300,000 active;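 active = inhibition past about -25% in most replicates, and total fluorescence under double the plate's negative control median, limit read from the data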;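 also: 0% = DMSO and -100% = 5 µM competing unlabeled TCR2 RNA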
Target sequence (Q9XUB2 whole entry, looked up): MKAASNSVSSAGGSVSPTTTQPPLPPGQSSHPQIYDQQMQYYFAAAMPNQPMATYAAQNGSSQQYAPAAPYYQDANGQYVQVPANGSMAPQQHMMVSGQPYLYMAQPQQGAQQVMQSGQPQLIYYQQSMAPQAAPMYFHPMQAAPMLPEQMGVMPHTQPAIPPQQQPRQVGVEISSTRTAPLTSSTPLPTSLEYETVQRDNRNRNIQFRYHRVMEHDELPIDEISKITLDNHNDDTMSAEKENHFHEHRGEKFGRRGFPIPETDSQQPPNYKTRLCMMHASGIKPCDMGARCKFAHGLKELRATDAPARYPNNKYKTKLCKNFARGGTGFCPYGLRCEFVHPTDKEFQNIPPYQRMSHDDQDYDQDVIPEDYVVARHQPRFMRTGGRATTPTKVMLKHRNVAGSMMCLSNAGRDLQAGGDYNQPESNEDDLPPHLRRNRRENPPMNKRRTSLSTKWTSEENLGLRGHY
PAFAH1B2 inh – PAFAH1B2 (human) inhibition | P68402 | recombinant PAFAH1B2, FP-rhodamine activity probe, fluorescence polarization | inhibition, % at 3.39 µM | 1.2% of 340,000 active;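 active = inhibition above the mean of all tested compounds plus 3 SD, cut at about 24% in these data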;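 also: 0% = enzyme with DMSO and 100% = wells lacking PAFAH1B2; many of its hits are not listed in these tables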
Target sequence (P68402 whole entry, looked up): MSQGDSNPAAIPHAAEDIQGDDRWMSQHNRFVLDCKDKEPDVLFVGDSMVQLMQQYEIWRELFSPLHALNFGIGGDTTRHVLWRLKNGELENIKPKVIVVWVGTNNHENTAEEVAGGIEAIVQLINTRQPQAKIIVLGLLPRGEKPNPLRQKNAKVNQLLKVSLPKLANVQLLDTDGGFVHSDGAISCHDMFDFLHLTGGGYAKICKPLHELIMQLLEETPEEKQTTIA
AHR activator – activators of human aryl hydrocarbon receptor; 2.5% of 320,000 active; AID 2796; activation, % at 5 µM; AHR-responsive luciferase reporter cells, luminescence; in the data active = activation above about 47%;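 also: 0% = vehicle wells and 100% = reference agonist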
PME-1 inh – PME-1 (human) inhibition; recombinant PME-1, FP-Rh probe fluorescence polarization; 0.53% of 320,000 active; AID 2130; Q9Y570; inhibition, % at 5.9 µM;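 active = inhibition above the campaign mean of all compounds plus 3 SD, cut at about 26% in these data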;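 also: competitive labeling of PME-1 active site by serine hydrolase directed probe; 0% = PME-1 with DMSO and 100% = wells lacking PME-1 enzyme; inhibitors block probe labeling so polarization falls and inhibition rises; many of its hits are not listed in these tables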
BCLXL inh – inhibitors of human Bcl-xL; 0.7% of 320,000 active; Q07817; inhibition, % at 10.9 µM; GST-Bcl-xL / FITC-Bim BH3 peptide fluorescence polarization;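 active = inhibition above the mean of all tested compounds plus 3 SD, cutoff set per campaign, cut at about 30% in these data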;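 also: 0% = DMSO wells and 100% = unlabeled Bim-BH3 peptide competitor; inhibitors lower millipolarization by displacing the labeled peptide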
MCL1-BIM inh – MCL1-BIM-BH3 interaction inhibition (human); GST-MCL1 / FITC-Bim-BH3 fluorescence polarization; inhibition, % at 10.9 µM; 0.68% of 320,000 active; AID 2057;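 active = inhibition above the mean inhibition of all tested compounds plus 3 SD, set per campaign, cut at about 40% in these data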;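 also: 0% = DMSO wells and 100% = unlabeled Bim-BH3 peptide control; higher means more loss of mP so more displacement of Bim peptide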
Target sequence (Q07820 whole entry, looked up): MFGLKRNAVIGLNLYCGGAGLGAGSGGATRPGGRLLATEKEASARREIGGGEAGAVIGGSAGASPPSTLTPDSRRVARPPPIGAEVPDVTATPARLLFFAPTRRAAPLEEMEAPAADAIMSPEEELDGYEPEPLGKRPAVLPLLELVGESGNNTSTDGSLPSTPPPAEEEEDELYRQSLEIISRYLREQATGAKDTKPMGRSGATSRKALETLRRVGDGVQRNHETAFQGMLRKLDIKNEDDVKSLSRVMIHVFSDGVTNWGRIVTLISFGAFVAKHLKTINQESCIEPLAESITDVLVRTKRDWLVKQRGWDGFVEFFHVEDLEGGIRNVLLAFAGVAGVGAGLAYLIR
GLD-1 RNA inh – GLD-1-TGE RNA interaction inhibition (C. elegans) | Q17339 | purified GLD-1 + fluorescein TGE RNA, fluorescence polarization | inhibition, % at 5.96 µM | 0.44% of 320,000 active;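 active = percent inhibition above a per-plate cutoff, the plate mean of test compounds plus 3 SD, cut at about 30% in these data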;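 also: 0% = DMSO wells with GLD-1 and probe and 100% = wells lacking GLD-1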
pPAFAH FP inh – inhibitors of human plasma PAF acetylhydrolase (pPAFAH); inhibition, % at 3.39 µM; recombinant pPAFAH, FP-rhodamine probe fluorescence polarization; 1.5% of 330,000 active;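 active = inhibition above the mean inhibition across the screen plus 3 SD, cut at about 25% in these data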;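 also: inhibitors block binding of the rhodamine activity-based probe so polarization drops; 0% = enzyme with DMSO and 100% = wells lacking pPAFAH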
* marks the source's active call; other numbers are inactive results; nt = not tested or not shown. A portion of the library. The share of hits here may be higher or lower than overall.

SMILES	Fam108B counter	MEX-5 binding	PAFAH1B2 inh	AHR activator	PME-1 inh	BCLXL inh	MCL1-BIM inh	GLD-1 RNA inh	pPAFAH FP inh
Cc1cc(C)cc(NC(=O)c2cc(C)n(Cc3cccs3)c2C)c1	-6	1.9	-1	18	-4	2	-4	3	-1
CCc1nc2sc(C(C)=O)c(N)c2c2c1CCCC2	-1	-1.6	nt	9	6	5	-5	-4	3
CC(=O)Oc1c(C(C)C)cc(N(C(C)=O)c2ccccc2)cc1C(C)C	1	-1.0	1	-1	7	3	6	10	6
Cc1cccc(C(=O)NCC(=O)OCC(=O)N(C)CC(=O)Nc2ccc(F)cc2)c1	1	0.8	7	-3	-2	-10	-14	0	4
Cc1cccc(NC(=O)C2CCN(S(=O)(=O)c3cccc4nsnc34)CC2)n1	0	0.8	0	7	4	6	-3	1	0
CCN(C(=O)COC(=O)CNS(=O)(=O)c1ccc(SC)c([N+](=O)[O-])c1)C1CCCCC1	1	-1.0	5	0	6	-9	-6	4	0
O=C(CN1CCN(CC(=O)Nc2ccccc2Cl)CC1)Nc1ccc2c(c1)OCCO2	-5	0.7	0	2	1	6	4	6	3
CCCNC(=O)[C@H](C)NC(=O)c1ccc(Br)cc1	1	2.0	5	5	-6	1	-4	3	-2
O=C1CCNCCN1[C@H](CO)Cc1ccccc1	2	-2.2	3	3	-4	2	4	0	5
CC(C)C(=O)Nc1ccc(C(=O)NNC(=S)NC(=O)c2cccs2)cc1	2	-0.5	-2	24	2	11	17	-3	1
COC(=O)c1cn(NC(=O)C2CCC(C)CC2)c(=O)c2ccccc12 (stereo unspecified)	-3	1.0	3	0	-4	1	-3	0	0
COc1ccc(C2N3CC4(C)CN2CC(C)(C3)C4O)cc1OC (stereo unspecified)	-1	-0.2	8	1	2	2	2	4	4
CSCCC(NC(=O)COc1ccccc1)C(=O)N1CC(C)CC(C)C1 (stereo unspecified)	nt	nt	6	2	-4	3	9	3	0
CC(C)COP(=O)(c1ccc(N(C)C)cc1)C(O)c1ccc(N(C)C)cc1 (stereo unspecified)	-5	1.3	8	11	-4	0	-2	7	9
Cc1ccc(CN2CC(C(=O)Nc3nnc(SCc4c(Cl)cccc4Cl)s3)CC2=O)cc1 (stereo unspecified)	-11	0.3	-1	3	1	1	-1	5	17
CCOc1ccc(CCNC(=O)c2cc(-c3ccccc3)c(N3CCOCC3)s2)cc1	-1	-0.3	4	0	2	3	8	2	17
CCCNC(=O)C(Cc1ccccc1C)NC(=O)c1ccc(C#N)cc1 (stereo unspecified)	nt	nt	12	-1	2	-1	1	-12	3
Cc1ccc(-n2c(C)cc(-c3csc(N)n3)c2C)cc1	-2	0.4	-2	11	-1	11	9	4	25*
Brc1ccc2ncnc(NCc3ccccc3)c2c1	-2	-0.5	3	18	-2	-3	1	-5	2
Cc1ccc(S(=O)(=O)N(CC(=O)Nc2cccnc2)c2ccc(Br)cc2)cc1	-5	1.1	4	5	4	0	7	7	3
CC(=O)Cc1nsc(NC(=O)c2ccc(-c3cc(Cl)ccc3Cl)o2)n1	-8	0.6	-1	8	-8	6	7	0	-3
O=C(NNC(=O)c1cccs1)c1ccc(Br)o1	1	nt	-2	0	2	-2	2	7	3
Cc1cc(C)c(NC(=O)CN2C(=O)NC3(CCCCC3)C2=O)c(C)c1	-2	0.7	0	4	5	7	5	-5	2
O=C(COc1ccc(Cl)cc1Cl)Nc1nc2n(n1)C(c1ccccc1)CC(=O)N2 (stereo unspecified)	-3	0.2	6	1	4	3	10	-2	-2
O=C(c1ccc2nc(Cc3cccc(Cl)c3)oc2c1)N1CCOCC1	3	0.7	4	3	6	2	5	-2	6
O=S(=O)(c1ccccc1)N1c2cc(Cl)ccc2Oc2nc3ccccc3nc21	-5	-1.6	1	74*	0	7	9	4	2
CCc1ccc(-c2nc(CS(=O)CC(=O)NC3CCCCCC3)c(C)o2)cc1 (stereo unspecified)	-5	-2.0	3	7	5	3	1	-6	7
CCOC(=O)N1CCN(Cc2nc(N)nc(Nc3ccc(OC)cc3)n2)CC1	2	-1.2	-1	3	1	2	2	-6	-1
CCCc1nnc(NC(=O)CCC(=O)O)s1	2	0.4	5	-1	-3	3	-1	2	6
COC(=O)Cc1cc(=O)n2[nH]c(C)nc2n1	-2	-9.1	7	-4	6	25	23	26	6
COc1ccccc1-c1cc(C(=O)NCc2ccco2)no1	1	-0.5	-1	4	-2	1	-4	6	0
COc1cccc(CNC(=O)CNC(=O)c2cccs2)c1	4	1.2	2	0	0	4	10	-1	-2
Cc1ncc([N+](=O)[O-])n1Cc1ccccc1	-1	2.6	2	-2	2	-3	-3	-3	2
CCOC(=O)C(Sc1nnc2c3ccccc3n(CC)c2n1)C(=O)OCC	0	0.5	-4	10	4	1	2	3	5
Cc1cccc2sc(NC(=O)CN3C(=O)NC4(CCCC4)C3=O)nc12	-3	0.2	4	11	2	6	6	2	0
Cc1cccc(C(=O)Oc2ccccc2C(=O)N2CCOCC2)c1	-1	-1.8	0	-1	8	6	-1	9	4
COc1cccc(NC(=O)CSc2nc3ccccc3c(=O)n2CCCC(=O)NCCCN2CCOCC2)c1	3	-1.3	-2	0	-5	8	4	5	1
COc1ccc(NC(=O)CCC2COc3ccccc3O2)c(OC)c1 (stereo unspecified)	-1	-0.4	-5	-5	5	3	2	0	6
O=C(CNC(=S)N(CCCN1CCOCC1)Cc1cccs1)N1CCOCC1	1	0.0	0	0	0	6	7	10	2
CCOc1ccc(C(C)=O)cc1CN1C(=O)c2ccccc2S1(=O)=O	2	-2.0	4	0	-8	3	-3	-5	7
CC1(C)CC(=O)C(C=NCCCN2CCCC2=O)=C(O)C1	-4	-2.9	4	1	-13	7	4	3	2
O=Cc1cc(-c2ccccc2)[nH]c1-c1ccccc1	3	-16	2	7	-6	-7	-10	-17	-3
COc1ccc(C(CNC(=O)c2cc3c(s2)CCC(C)C3)N2CCCC2)cc1 (stereo unspecified)	nt	nt	4	-3	-1	3	-1	-7	3
COc1cc2cc(CCOC(=O)c3ccc(C(F)(F)F)cc3)oc(=O)c2cc1OC	nt	nt	0	-4	-4	-4	-6	11	0
CS(=O)(=O)N(CCc1ccccc1)CC(=O)Nc1ccccc1	2	2.5	0	4	3	2	-4	13	1
CC(CO)(CO)NCc1ccc(-c2ccccc2)cc1	-2	1.1	1	4	-2	5	5	0	-4
Clc1c(Cl)c(Cl)c2n[nH]nc2c1Cl	-2	-5.4	20	-2	-10	5	12	2	-6
Cc1ccc(NC(=S)N(CCN(C)C)C(C)c2cccnc2)cc1 (stereo unspecified)	0	-1.9	2	-1	2	5	9	4	3
CS(=O)(=O)N(Cc1ccc(C(=O)NCc2ccco2)cc1)c1ccccc1	-2	-1.8	4	-1	-2	-1	2	1	1
O=C(Nc1nnc(S(=O)(=O)N2CCCC2)s1)c1ccccc1Cl	3	1.0	7	4	2	5	8	3	4
CCOC(=O)C1CCN(S(=O)(=O)c2cccc(-c3cn4cccnc4n3)c2)CC1	6	1.3	3	3	3	4	10	1	-4
O=C(NCc1csc(-c2cccs2)n1)c1cccc(Cl)c1	-4	nt	9	8	1	2	4	3	5
O=C1CCCN1C(=O)COc1cc(F)ccc1[N+](=O)[O-]	nt	nt	-3	0	1	7	3	1	-1
NCCCC[C@H]1CNC(=O)C(=O)N1CCc1cccc2ccccc12	1	1.8	6	-2	-1	5	4	2	3
Cc1ccc(S(=O)(=O)c2nc(NCCCn3ccnc3)sc2Cl)cc1	0	4.7	8	10	5	-1	1	6	3
COc1ccccc1CCC(=O)Nc1ccc(S(=O)(=O)Nc2nccs2)cc1	5	-1.3	5	-3	4	5	-5	11	6
CC(C)NC(=O)COc1ccc(OCc2ccccc2)cc1	3	-5.6	17	0	1	-12	-12	-4	4
O=C1C=C(c2ccc(C(=O)O)cc2)C[C@@H](c2ccc(F)cc2)C1	nt	nt	11	6	nt	nt	nt	7	7
COc1cc(/C=N/NC(=O)CSc2n[nH]c(=O)[nH]c2=O)cc(OC)c1O	2	-3.2	0	1	0	6	10	3	-2
COC(=O)C1=C(C)NC2=C(C(=O)CCC2)C1c1ccc(-c2ccsc2C(=O)OC)o1 (stereo unspecified)	-4	-0.8	5	-2	-9	6	1	0	-2

Next structures follow:
SMILES	Fam108B counter	MEX-5 binding	PAFAH1B2 inh	AHR activator	PME-1 inh	BCLXL inh	MCL1-BIM inh	GLD-1 RNA inh	pPAFAH FP inh
O=C(Cc1cc(=O)oc2cc(O)ccc12)NC(Cc1ccc(Cl)cc1)C(=O)O (stereo unspecified)	0	1.3	4	4	4	2	0	4	0
Cc1cccnc1NC(=O)c1ccc(NS(=O)(=O)/C=C/c2ccccc2)cc1	-4	2.1	6	5	-3	5	2	4	0
O=C(CNc1ccc2c(c1)OCO2)N/N=C\c1cn(Cc2ccccc2)c2ccccc12	7	-0.8	4	41	17	12	10	3	30*
CCOC(=O)c1c(NC(=O)CSc2nccc(=O)[nH]2)sc(C)c1C	1	-3.3	6	-2	4	-1	1	9	4
CCNc1nc(NCC)n2c(SCC(=O)Nc3ccc(F)cc3)nnc2n1	-6	-0.5	1	-1	3	5	10	2	4
Cc1cc(-c2ccccc2)n2nc(C)c(-c3ccccc3)c2n1	-1	-1.1	2	8	-4	5	9	6	4
O=Cc1cccc(OC(=O)c2ccc(Cl)cc2Cl)c1	-3	3.5	nt	11	1	6	9	6	10
O=C(NCCCCc1ccccc1)C12CN(Cc3ccccc3)CC1C(c1ccc([N+](=O)[O-])cc1)=NO2 (stereo unspecified)	2	-0.2	-2	-4	-3	6	9	-1	5
COc1ccc(/C=C/C2=CCN(Cc3ccc(OC)cc3)CC2)cc1	-3	1.1	nt	-2	-4	12	9	-1	-8
CCOc1ccccc1NS(=O)(=O)c1csc(C(N)=O)c1	0	-0.4	9	1	0	-1	6	1	6
C/C(=N\NC(=O)c1cc(-c2ccncc2)nc2ccccc12)c1ccc(N2CCOCC2)cc1	-2	-1.0	3	23	-1	1	4	5	3
CC(C)N(C(=O)CS(=O)(=O)c1ccc(Cl)c(Cl)c1)C(C)C	-4	0.4	11	1	-1	2	-1	5	-7
CC(C)Cn1c(N)c(C(=O)COC(=O)c2cnccn2)c(=O)n(C)c1=O	3	-3.2	-2	-2	0	3	-1	2	1
COc1ccccc1CNC(=O)C1CC(c2ccccc2F)=NO1 (stereo unspecified)	3	-1.8	9	6	4	-1	-6	9	0
Cc1ccccc1N1C(=O)C(Oc2ccc(Cl)cc2)C1CNCCCOC(C)C (stereo unspecified)	2	0.3	0	1	-3	7	-1	3	5
COc1ccc(NS(=O)(=O)c2c(C)cc(C)cc2C)cc1	3	1.5	-2	4	9	7	1	7	3
O=C(CN1C(=O)NC2(CCc3ccccc32)C1=O)Nc1cccc(Cl)c1 (stereo unspecified)	nt	nt	3	8	nt	nt	nt	-8	0
COc1ccc(C)cc1NC(=O)CSc1nnc(CC(=O)Nc2ccccc2C)n1C	3	2.9	4	2	0	6	4	0	1
CCOC(=O)C1CCN(S(=O)(=O)c2ccc3[nH]c4c(c3c2)CCCC4)CC1	4	-0.1	4	-1	-1	-7	-9	6	7

Shown with two lines to a compound: part of the list above.
The line under a structure holds: Fam108B counter	MEX-5 binding	PAFAH1B2 inh	AHR activator	PME-1 inh	BCLXL inh	MCL1-BIM inh	GLD-1 RNA inh	pPAFAH FP inh
CCOC(=O)C(Sc1nnc2c3ccccc3n(CC)c2n1)C(=O)OCC
    0	0.5	-4	10	4	1	2	3	5
O=C(NCCCCc1ccccc1)C12CN(Cc3ccccc3)CC1C(c1ccc([N+](=O)[O-])cc1)=NO2 (stereo unspecified)
    2	-0.2	-2	-4	-3	6	9	-1	5
